Compound activity: PubChem BioAssay, National Center for Advancing Translational Sciences (NCATS)
KAT2A inh – qHTS Assay for Inhibitors of GCN5L2; Histone acetyltransferase KAT2A (Homo sapiens), Q92830; GCN5L2 HAT assay, ThioGlo1 CoA-SH fluorescence; Potency, µM (titrated, usually from 58.9 µM), for the others: at the top dose activity change, negative = inhibition, most hits filed as inhibitors; 0.21% of 390,000 active
Target sequence (Q92830 whole entry, looked up): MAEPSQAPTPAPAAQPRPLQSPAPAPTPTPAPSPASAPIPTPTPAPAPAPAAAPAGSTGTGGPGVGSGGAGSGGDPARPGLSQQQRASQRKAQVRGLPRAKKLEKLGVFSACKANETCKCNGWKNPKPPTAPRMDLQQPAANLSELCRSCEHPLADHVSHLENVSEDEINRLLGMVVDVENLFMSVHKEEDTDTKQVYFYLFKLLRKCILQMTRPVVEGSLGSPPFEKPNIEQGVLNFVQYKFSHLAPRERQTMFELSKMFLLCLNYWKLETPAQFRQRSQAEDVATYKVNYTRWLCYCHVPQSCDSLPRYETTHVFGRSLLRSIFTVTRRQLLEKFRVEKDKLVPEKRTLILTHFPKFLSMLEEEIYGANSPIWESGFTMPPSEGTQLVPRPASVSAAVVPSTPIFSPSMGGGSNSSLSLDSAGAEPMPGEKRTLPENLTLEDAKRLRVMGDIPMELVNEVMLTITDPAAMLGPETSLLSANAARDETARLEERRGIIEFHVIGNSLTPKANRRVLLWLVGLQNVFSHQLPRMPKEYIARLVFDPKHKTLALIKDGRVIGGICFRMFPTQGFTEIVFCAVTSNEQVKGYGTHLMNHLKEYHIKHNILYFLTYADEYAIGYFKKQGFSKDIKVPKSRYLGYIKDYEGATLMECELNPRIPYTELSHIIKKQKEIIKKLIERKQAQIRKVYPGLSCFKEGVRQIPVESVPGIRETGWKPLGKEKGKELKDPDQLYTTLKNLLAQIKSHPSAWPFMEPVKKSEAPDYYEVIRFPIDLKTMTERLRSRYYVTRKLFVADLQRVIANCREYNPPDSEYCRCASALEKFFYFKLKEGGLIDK
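GCN5L2 (20nM final) in 50mM HEPES, 0.1mM EDTA pH 7.5, 0.01% Tween-20 was preincubated 15 min at room temperature with compound, then given ThioGlo1 (50uM), H3(1-25) peptide (75uM) and acetyl-CoA (70uM); CoA-thiol fluorescence (Ex340/Em540) was read at 0 and 20 min.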
FEN1 inh – qHTS Assay for the Inhibitors of Human Flap endonuclease 1 (FEN1) | Recombinant FEN1 flap cleavage, fluorescence, 15 min | Potency, µM (doses to about 114 µM), for inactives: top-dose activity change, negative = inhibition, hits mostly inhibitors | P39748 | 0.35% of 390,000 active; further: nearly all actives have a fitted effect of over 65% in size
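Compounds are tested as a concentration series against 10 nM FEN1; after a 15 min room-temperature preincubation, 50 nM substrate starts cleavage, with plate reads at 0 and 15 min. Normalized responses are fitted by a Hill equation.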
DT40 TDP1 CPT – qHTS for Inhibitors of human tyrosyl-DNA phosphodiesterase 1 (TDP1): qHTS in cells in presence of CPT | 12% of 420,000 active | chicken DT40 Tdp1-/-;hTDP1 cells + 20 nM CPT, ATP luminescence, 48 h | Potency, µM (top dose mostly 46.2 µM), for inactives: at the highest dose activity change, negative = growth inhibition, usual class: inhibitors; further: nearly all actives have a fitted effect of over 55% in size
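Cell growth measured by CellTiter-Glo luminescence after a minimum 48 h, 37 C compound exposure with 20 nM CPT in Tdp1-knockout DT40 cells stably expressing hTDP1, seeded 400/well; qHTS titration format.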
The depositor's hits bear a star; ? = inconclusive; . = not tested or not shown; & = joins results of further samples; [ ] = another dose, or the depositor's remark. The call rests on the fitted dose curve; in most records, active means well fitted curve in the direction sought with a large enough effect; inconclusive means small, poorly fitted or top-dose-only effect, or another doubt; inactive means no such curve, though single readings can be large; an effect the other way counts as inactive or inconclusive. On the % scale 0 is the no-effect control and ±100 the full control effect; potency means the concentration at half of the fitted maximal effect.

The line under a structure holds: KAT2A inh	FEN1 inh	DT40 TDP1 CPT
1. CCOC(=O)Cn1cc(Cl)cc(C(=O)Nc2ccccc2)c1=O
    -14%	15%	-14%
2. COc1ccc(CCNc2nc3c(-c4cccc(F)c4)nnn3c3ccccc23)cc1OC
    -4%	-6%	-3%
3. Cc1ccc(-c2noc(-c3nnn(CC(=O)Nc4ccc(C)cc4Cl)c3N)n2)cc1
    1%	15%	1%
4. C=CCN1CCN(C(c2ccc(OC)c(OC)c2)c2nnnn2C(C)(C)C)CC1 (configuration not stated)
    -9%	0%	-17%
5. CCn1cc(C(=O)OCC(=O)Nc2cc(Cl)ccc2OC)c(=O)c2ccc(C)nc21
    1%	20%	-7%
6. CC(=O)c1cccc(N/C=C\C(=O)c2ccc(C)cc2)c1
    -4%	-15%	-17%
7. CCn1c(SCC(=O)c2[nH]c(C)c(C(C)=O)c2C)nnc1-c1ccncc1
    -1%	4%	-26%
8. C[C@@H](OC(=O)N(C)Cc1ccccc1)[C@H]1O[C@]2(C)CCCC[C@H]1O2
    -2%	-4%	-26%
9. CC(=O)c1ccc(S(=O)(=O)N(C)CC(=O)NCc2ccco2)cc1
    -2%	0%	-5%
10. CCc1ccc(-n2c(SCC(=O)Nc3ccc(C(=O)O)cc3)nnc2-c2ccncc2)cc1
    -6%	17%	3%
11. CCOC(=O)N1CCN(S(=O)(=O)c2ccc(Br)s2)CC1
    0%	6%	?
12. COc1cc(C(=O)OCC(=O)NCCN2C(=O)CSC2=O)ccc1OCc1c(C)noc1C
    -6%	-5%	-13%
13. COC(=O)[C@@H](N)Cc1ccc(O)c(O)c1
    -11%&-29%&3%	?	27µM*
14. C=CCc1cccc(CNc2ccc(S(=O)(=O)Nc3nccnc3OC)cc2)c1O
    0%	-11%	-5%
15. COc1cccc2c1Oc1ncccc1N(C(=O)CCC(=O)NCc1ccc(F)cc1)C2
    1%	20%	?
16. Cc1nccn1CC(O)COc1ccc([N+](=O)[O-])cc1 (configuration not stated)
    -16%	-17%	7%
17. NC(=O)c1sc(=S)n2c1[nH]c(=O)c1sccc12
    -8%	-12%	-13%
18. CCOc1ccc(S(=O)(=O)N2CCCC(C(=O)N3CCN(c4ccccc4)CC3)C2)cc1 (configuration not stated)
    -11%	2%	16µM*
19. N#CCCN1CCN(C(=O)c2c(N)no[n+]2[O-])CC1
    -2%	0%	-5%
20. Cc1ccc(S(=O)(=O)N2CCN(C(=O)COC(=O)/C=C/c3cccc([N+](=O)[O-])c3)CC2)c(C)c1
    .	-4%	9.2µM*
21. CCCCn1c(SCC(=O)N2CCOCC2)nc2c1c(=O)n(C)c(=O)n2C
    -4%	-2%	3%
22. O=C(N[C@@H](Cc1ccccc1)C(=O)N1CCC2(CC1)NCCc1[nH]cnc12)c1cccc(Br)c1
    -1%	-15%	10µM*
23. Cn1/c(=N\NC(=O)C2CCCCC2)sc2ccccc21
    2%	1%	3%
24. COc1ccc(C(=O)/C=C(\N)C(F)(F)F)c(O)c1
    -5%	-7%	-23%
25. CCCc1cc(=O)[nH]c(SCC(=O)N2CCC(C(=O)OCC)CC2)n1
    -12%	0%	-16%
26. O=c1c(-c2ccc3c(c2)OCCO3)coc2cc(O)cc(O)c12
    ?	7%	?
27. Cc1cccc(/C=C/c2onc(C)c2S(=O)(=O)N2CCC(C(=O)NC(C)C)CC2)c1
    -2%	0%	?
28. CCCCNC(=O)c1cn(C)c2ccc(S(=O)(=O)N3CCCC3)cc2c1=O
    -4%&-1%	1%&-15%	0%&-12%
29. CC(C)(C)OC(=O)[C@H](Cc1ccccc1)NC(=O)c1nc[nH]c1C(=O)N[C@@H](CCCCN)C(=O)OC(C)(C)C
    -3%	-11%	?
30. COc1cc(NC(=O)CSc2nc3c(c(=O)[nH]2)CCCC3)cc(OC)c1OC
    0%	7%	0%

Profiles as entered above. Order of values: KAT2A inh	FEN1 inh	DT40 TDP1 CPT
`COc1cc(NC(=O)CSc2nc3c(c(=O)[nH]2)CCCC3)cc(OC)c1OC` across the screens: 0%	7%	0%
`Cn1/c(=N\NC(=O)C2CCCCC2)sc2ccccc21` across the screens: 2%	1%	3%
`COC(=O)[C@@H](N)Cc1ccc(O)c(O)c1` across the screens: -11%&-29%&3%	?	27µM*

Other results:
The line under a structure holds: KAT2A inh	FEN1 inh	DT40 TDP1 CPT
31. COc1ccc(C(=O)C(CO)Oc2ccccc2OC)cc1OC (configuration not stated)
    -9%	8%	-5%
32. COc1ccc(-c2nc3ccccc3n2Cc2ccccc2)cc1
    -10%&-6%	2%&-1%	18µM*
33. Fc1ccc(-c2noc3ncnc(NCCc4ccccc4)c23)cc1
    12%	-14%	?
34. Fc1ccc(NC(=S)NNc2ncc(C(F)(F)F)cc2Cl)c(F)c1
    -7%	-5%	12µM*
35. Cc1nc(NC(=O)c2ccccc2)nc2cc3c(cc12)OCO3
    1%	1%	4%
36. C[C@@]12C(=O)Nc3ccc(Br)cc3C(=O)N1[C@H]1c3cc(Br)ccc3OC[C@@H]1[C@@H]2c1ccccc1
    -7%	-22%	18µM*
37. COc1ccc(S(=O)(=O)NC(CC(=O)NCCc2ccc(OC)c(OC)c2)c2ccco2)cc1 (configuration not stated)
    ?	0%	-21%
38. Cn1c(Cc2c[nH]c3ccccc23)n[nH]c1=S
    1%	8%	-23%
39. C=CCn1c(COc2ccccc2-c2ccccc2)nnc1SCC(=O)NC(=O)NCc1ccco1
    -13%	6%	-21%
40. O=C(CSc1nnc2sc3ccccc3n12)NCc1ccco1
    0%	-3%	?
41. O=C(CNc1cc(S(=O)(=O)N2CCOCC2)ccc1N1CCCC1)NCc1ccco1
    -1%	-1%	-10%
42. CCOc1ccccc1NC(=O)c1ccccc1-c1nc(-c2ccccc2OC)no1
    -12%	-1%	16µM*
43. CC1SCC(=NOCc2c(Cl)cccc2Cl)CS1 (configuration not stated)
    1%	-3%	3%
44. O=C(NCc1ccc2c(c1)OCO2)c1cc(-c2cc(Cl)ccc2O)n[nH]1
    -3%	0%	-23%
45. Cc1ccc(CN2C3=NCCN3c3ccccc32)cc1
    -6%	6%	?
46. CNC(=O)C[C@@H](N)C(=O)N[C@@H](C(=O)N[C@@H]1C(=O)N2[C@@H]1SC(C)(C)[C@@H]2C(=O)O)c1ccc(O)cc1
    0%	.	16%
47. Oc1ccccc1-c1cc(-c2ccccc2)no1
    -5%	2%	?
48. CCCCC(=O)Nc1ccccc1N1CCN(c2ccccc2)CC1
    -16%	0%	-1%
49. CN(CCc1ccccc1)C(=O)c1ccc(NC(=O)Cc2ccc(NC(=O)C3CCCN(C(=O)CCc4ccccc4)C3)cc2)cc1 (configuration not stated)
    .	10%	13µM*
50. CCOC(=O)C(C(=O)OCC)C(c1ccccc1)N1CCN(c2ccccc2)CC1 (configuration not stated)
    .	8%	?

Part of the list above, with each value named.
35) Cc1nc(NC(=O)c2ccccc2)nc2cc3c(cc12)OCO3
  KAT2A inh = 1%
  FEN1 inh = 1%
  DT40 TDP1 CPT = 4%

40) O=C(CSc1nnc2sc3ccccc3n12)NCc1ccco1
  KAT2A inh = 0%
  FEN1 inh = -3%
  DT40 TDP1 CPT = ?

The list goes on.
The line under a structure holds: KAT2A inh	FEN1 inh	DT40 TDP1 CPT
51. O=C(CSc1ccc(-c2cccnc2)nn1)N1CCCCC1
    -5%	-11%	7%
52. CCNc1ncc2nc(-c3ccccc3)c(=O)n(CCOC)c2n1
    ?	.	-10%
53. Clc1ccc(C(c2nnnn2CCc2ccccc2)N2CCSCC2)cc1 (configuration not stated)
    ?	-6%	?
54. Nc1c(C(=O)N2CCOCC2)sc(=S)n1-c1ccccc1
    -24%	5%	?
55. COC(=O)c1n[nH]n(-c2cc(Cl)cc(Cl)c2)c1=O
    0%	7%	25%
56. CCc1ccccc1-n1c(SCC(=O)NC)nnc1-c1cccnc1
    8%	-5%	-4%
57. COc1cc2c(=O)c(C(=O)c3ccc(C)c(C)c3)cn(Cc3ccccc3F)c2cc1OC
    -15%	-3%	18µM*
58. O=[N+]([O-])c1ccc(CNc2ccc(Cl)cc2)s1
    3%	-18%	-21%
59. Cc1ccc(S(=O)(=O)Nc2nsc(N)n2)cc1
    -3%	-9%	1%
60. Cc1nc2ccccn2c1C(=O)NN=C1C2CC3CC(C2)CC1C3
    -1%	5%	-1%
61. COCc1cc(C)nc(OCC(=O)N/N=C/c2ccccc2O)c1C#N
    -9%	10%	?
62. CC1(C)CC(=O)C(C2c3ccccc3Oc3ccccc32)C(=O)C1
    -1%	-12%	?
63. CCCOc1ccc(C(=O)Nc2ccc(N3CCN(C(=O)c4ccco4)CC3)cc2)cc1
    -5%	5%	?
64. COc1ccc(C(C(=O)NCc2ccccc2)N(Cc2ccco2)C(=O)c2snc(C(N)=O)c2N)cc1OC (configuration not stated)
    -5%	-5%	?
65. Cc1cc(C)c[n+](C[n+]2cc(C)cc(C)c2)c1
    -2%	-14%	24%
66. O=C(O)CSc1ccc2ccccc2n1
    -7%	3%	0%
67. COC(=O)CSc1nnc(C)c(=O)[nH]1
    -2%	8%	-15%
68. CN(C)CCNC(=O)c1c(CSc2ccc(Cl)cc2)noc1C(=O)NCc1ccccc1
    .	21%	18µM*
69. C=CC[C@H](CC(=O)NCCO)C(=O)N[C@@H](C)COC(=O)[C@@H](CC=C)CC(=O)OC(C)(C)C
    -1%	-4%	-17%
70. CC(=O)c1c(C)[nH]c(C(=O)OCC(=O)N(CC(C)C)C2CCS(=O)(=O)C2)c1C (configuration not stated)
    -24%	6%	-6%
71. CCC/C(O)=C1\C(=O)CC(C)(C)CC1=Nc1ccc(OC)cc1OC
    -7%	-1%	2.9µM*
72. COc1ccccc1N1CCN(CCOc2c(OC)cccc2OC)CC1
    2%	-5%	18µM*
73. COC(=O)c1ccc(-c2cc3onc(-c4ccccc4)c3c(=O)n2C)cc1
    -7%	0%	23µM*
74. Cc1ccc(C(C)NC(=O)C2CCCC2)c(C)c1 (configuration not stated)
    -6%	-3%	-9%
75. Cc1ccc(C(=O)O)cc1N=Cc1cc(Br)cc(Br)c1O
    -5%	-3%	-16%
76. CCC(C)C(NC(=O)C1CCC(=O)N1C(=O)OCc1ccccc1)C(=O)NC(C(=O)N1CCCC1C(N)=O)C(C)CC (configuration not stated)
    3%	7%	3%
77. NC(=O)Nc1ccc(C(=O)OCC(=O)N(Cc2ccccc2)C2CCS(=O)(=O)C2)cc1 (configuration not stated)
    1%	1%	25%
78. O=C(COc1ccccc1)Nc1ccc(S(=O)(=O)Nc2ncccn2)cc1
    -16%	15%	-12%
79. COc1ccccc1NC(=O)CSc1nnc(C2CCCCC2)o1
    0%	-10%	-5%
80. Cc1cccc(CN2C(=O)c3ccccc3Sc3ccc(C(=O)N4CCCC4)cc32)c1
    -11%	4%	?
81. CN(C)CCCCCN(C)Cc1cc2ccccc2o1
    -12%	-1%	?
82. N/C(=N\OC(=O)CC1CCCCC1)c1cccc(Br)c1
    -3%	2%	-16%
83. O=C(Nc1nc2ccccc2[nH]1)c1cccc(Br)c1
    1%	1%	?
84. O=C(NCC1CCCN(C(=O)c2cccc(C(F)(F)F)c2)C1)c1ccc(F)cc1 (configuration not stated)
    -4%	-5%	-13%
85. Cc1cc(S(=O)(=O)N2CCN(Cc3ccccc3)CC2)c(C)s1
    -9%	9%	?
86. COCC(C)n1c(C)cc(C(=O)COC(=O)/C=C/c2cccc(F)c2)c1C (configuration not stated)
    -10%	3%	?
87. CN1CCN(c2ccc(Cl)cc2NC(=O)c2nn(-c3ccccc3)c(=O)c3ccccc23)CC1
    5%	0%	?
88. c1cncc(-c2nc(NCC3COc4ccccc4O3)c3ccccc3n2)c1 (configuration not stated)
    -7%[0.501 µM]	-10%	18µM*
89. CC(C)=NOCC(=O)Nn1c(COc2ccccc2)nc2ccccc2c1=O
    -2%	21%	-9%
90. Cn1c(C(=O)NCCN2CCCCCC2)cc2c(=O)n(C)c3ccccc3c21
    -25%	?	?
91. CN1CCN(C(=S)NC(=O)c2ccccc2Cl)CC1
    1%	2%	9%
92. CC1(C)Cc2c(sc(NC(=O)C(C)(C)C)c2C#N)C(C)(C)N1
    2%	5%	-11%
93. O=C(c1ccc(-n2c(SCc3cc(F)ccc3F)nc3ccccc3c2=O)cc1)N1CCOCC1
    -2%	0%	12µM*
94. COc1ccc(CCNC(=O)c2c(C)oc3ncn(C)c(=O)c23)c(OC)c1
    6%	-6%	-1%

Some of the compounds tested (hit frequency here may not be typical).
